DAX1 inh-1 = inhibitors of DAX1 repression of SF-1 activated StAR promoter. HEK293T StAR-luciferase reporter, SF-1/DAX-1 repression relief. inhibition, % at 6.8 µM. 370,000 compounds, 1.1% hits. AID 652010;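 active = inhibition above the mean over all tested compounds plus 3 SD, cut at about 3.6% in these data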;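 note: 0% = DAX-1 cells with DMSO and 100% = cells lacking DAX-1 with DMSO; higher inhibition means more luminescence from relief of DAX-1 repression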
SMARCA2 act = activators of SMARCA2 function; MG213 cells, MMTV-luciferase reporter, dexamethasone, overnight; activation, % at 9.1 µM; 370,000 compounds, 1% hits; in the data active = activation above about 7.8%;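 note: 0% = vehicle wells and 100% = reference activator wells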
ssDAF12 agonist = S. stercoralis DAF-12 activation, primary screen | HEK293 ssDAF-12/GRIP1 lit1-tk-luc reporter, luminescence; % of 3 µM dafachronic acid response | activation, % at 6.8 µM | 370,000 compounds, 1% hits | AID 652126;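 active = activation above the mean over all tested compounds plus 3 SD, cut at about 0.9% in these data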;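 note: 0% = DMSO-only wells and 100% = 3 µM delta7-dafachronic acid wells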
DAX1 inh-2 = NR0B1 (DAX1) inhibition; P51843; HEK293 Gal4-DAX1 luciferase reporter, luminescence; inhibition, % at 6.75 µM; 340,000 compounds, 0.99% hits; AID 504766;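 active = inhibition above the mean over all tested compounds plus 3 SD, cut at about 4.2% in these data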;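 note: 0% = DAX1-transfected cells with DMSO and 100% = empty-vector control cells with DMSO; inhibition shows as a rise in luminescence from relieved DAX1 repression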
PLCb3 inh = inhibitors of human phospholipase C beta3; Q01970; Purified PLC-beta3, fluorogenic substrate, fluorescence; inhibition, % at 12.2 µM; 370,000 compounds, 0.18% hits; AID 720704; in the data active = inhibition above about 11%;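 note: 0% = median of compound wells on plate and 100% = full blocker control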
PG9 binder = binds the HIV-1 gp120 antibody PG9; TR-FRET gp120-PG9 antibody binding; inhibition, % at 6.7 µM; 360,000 compounds, 0.43% hits; AID 624416; in the data active = inhibition above about 8.5%
GAA850 FXN act = activators of GAA850 frataxin (FXN) promoter | 360,000 compounds, 0.56% hits | HEK293 lucGAA850 FXN promoter luciferase reporter, 24 h; percent of 10 µM SAHA response | activation, % at 6 µM;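 active = activation above the average of all compounds screened plus 3 SD, cutoff fixed separately per campaign, cut at about 7.5% in these data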;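 note: 0% = DMSO wells and 100% = 10 µM SAHA wells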
hcDAF-12 act = activates DAF-12 receptor from parasite H. contortus. HEK293 hcDAF-12 lit1-tk-luc reporter, luminescence; 0% DMSO, 100% Δ7-dafachronic acid. activation, % at 6.8 µM. 370,000 compounds, 1.4% hits. AID 652067;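 active = activation above the mean of all tested compounds plus 3 SD, cut at about 5.5% in these data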;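 note: 100% = response to 3 µM Δ7-dafachronic acid high control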
Rev-erbA mod = modulates human Rev-erb alpha binding to DNA. P20393. Rev-erbα–FITC-DNA binding, fluorescence polarization, 90 min. activity, % at 10 µM. 370,000 compounds, 0.79% hits. AID 1259318;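 active = activity above about 14%, limit read from the data; passing the limit was not always enough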;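 note: 0% = DMSO wells with 35 nM protein and 100% = DMSO wells with 750 nM protein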
Target sequence (P20393 whole entry, looked up): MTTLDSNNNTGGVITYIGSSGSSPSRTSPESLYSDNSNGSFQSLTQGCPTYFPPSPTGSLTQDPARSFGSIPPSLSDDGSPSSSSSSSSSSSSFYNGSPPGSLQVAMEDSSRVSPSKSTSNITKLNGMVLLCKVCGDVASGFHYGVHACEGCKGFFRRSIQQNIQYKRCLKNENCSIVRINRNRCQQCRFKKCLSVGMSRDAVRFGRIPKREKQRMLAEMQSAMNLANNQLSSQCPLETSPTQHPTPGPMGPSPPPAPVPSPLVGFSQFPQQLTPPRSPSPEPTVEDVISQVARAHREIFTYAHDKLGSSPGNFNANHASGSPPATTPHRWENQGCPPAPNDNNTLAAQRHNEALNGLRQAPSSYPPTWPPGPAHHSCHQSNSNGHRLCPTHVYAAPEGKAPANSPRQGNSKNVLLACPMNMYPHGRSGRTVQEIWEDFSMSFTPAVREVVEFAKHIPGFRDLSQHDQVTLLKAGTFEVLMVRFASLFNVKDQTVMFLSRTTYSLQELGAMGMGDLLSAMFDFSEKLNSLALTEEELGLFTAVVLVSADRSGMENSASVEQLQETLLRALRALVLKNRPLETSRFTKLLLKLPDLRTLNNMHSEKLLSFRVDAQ
sPLA2-III inh = Blocks human group III sPLA2 activity. Q9NZ20. QFRET BODIPY PC-A2 liposome hydrolysis, fluorescence. inhibition, % at 12.2 µM. 370,000 compounds, 0.56% hits. AID 743126;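 active = inhibition above mean plus 3 SD of compounds lying within the high and low control bounds, cut at about 19% in these data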;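 note: 0% = median of test compound wells and 100% = no enzyme DMSO wells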
Target sequence (Q9NZ20 whole entry, looked up): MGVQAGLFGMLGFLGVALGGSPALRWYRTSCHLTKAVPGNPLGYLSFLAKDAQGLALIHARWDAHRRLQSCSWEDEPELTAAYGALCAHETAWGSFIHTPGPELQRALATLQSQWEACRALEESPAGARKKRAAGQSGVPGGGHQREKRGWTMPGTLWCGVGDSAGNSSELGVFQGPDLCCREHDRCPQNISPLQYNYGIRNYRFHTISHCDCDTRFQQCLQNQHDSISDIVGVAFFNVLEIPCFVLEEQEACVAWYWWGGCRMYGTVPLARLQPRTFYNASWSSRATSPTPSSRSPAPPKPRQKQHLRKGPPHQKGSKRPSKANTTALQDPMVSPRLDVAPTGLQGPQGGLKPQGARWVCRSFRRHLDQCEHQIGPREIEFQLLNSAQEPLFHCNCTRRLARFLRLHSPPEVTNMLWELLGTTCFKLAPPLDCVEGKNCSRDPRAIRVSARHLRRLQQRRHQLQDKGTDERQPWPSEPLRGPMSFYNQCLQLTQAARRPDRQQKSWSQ
hgDAF12 agonist = hgDAF-12 agonism, primary luciferase screen | HEK293 GAL4-hgDAF12 UAS-luciferase reporter, agonist luminescence; normalized to butyrate control | activation, % at 6.8 µM | 370,000 compounds, 1.8% hits;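 active = activation above a cutoff set at the mean of all screened compounds plus 3 SD, cut at about 10% in these data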;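 note: 0% = DMSO wells and 100% = sodium butyrate wells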
Starred values were filed as active, the others as inactive; . = not tested or not shown.

SMILES	DAX1 inh-1	SMARCA2 act	ssDAF12 agonist	DAX1 inh-2	PLCb3 inh	PG9 binder	GAA850 FXN act	hcDAF-12 act	Rev-erbA mod	sPLA2-III inh	hgDAF12 agonist
COc1ccc(CCN(Cc2cccs2)S(=O)(=O)c2ccc(C(=O)O)cc2)cc1OC	-0.2	-3	-0.3	-0.6	4	-1.2	-1.9	-0.2	6	-14	2.0
CCCn1c(SCC(=O)Nc2nnc(CC)s2)nnc1-c1ccco1	-0.2	3	-0.9	-0.4	1	-0.4	0.4	-2.2	2	-2	-0.7
O=C(COc1cccc2ccccc12)N/N=C/C=C/c1ccccc1	-0.6	-3	-0.7	-0.6	-1	0.5	3.8	1.4	-1	-3	1.6
O=C(Nc1ccc(C(F)(F)F)cc1)OC1CC2CC1[C@H]1CCCCN1[C@H]2Cc1ccccc1 (some centres undefined)	-0.9	-3	0.9	.	-7	.	.	-0.6	2	1	0.1
CCOC(=O)NCC(C)(C)CNC(=O)OCC	-0.4	3	-0.5	-0.8	1	0.0	0.5	1.0	-8	3	-0.7
COc1ccccc1C(=O)Nc1cc2c(cc1C(=O)O)OCCCO2	0.2	-4	-0.6	1.3	-4	-1.5	-0.2	-2.1	-4	0	0.7
CCCCc1nnc(NC(=O)c2cccc(S(=O)(=O)N3CCN(C)CC3)c2)s1	0.0	-2	-1.1	-0.1	-5	-1.2	-1.6	-2.2	-7	-5	-1.2
O=C(O)c1cc(-c2cccc([N+](=O)[O-])c2)n[nH]1	0.0	0	-1.1	0.4	-2	0.5	4.0	-0.2	0	-6	2.0
CCn1cc(C(=O)NCc2ccco2)c(=O)c2ccc(C)nc21	0.5	-1	-0.8	0.8	-2	-1.1	-1.5	0.5	2	1	2.0
COc1ccc(-c2ccc3c(n2)CCCN3S(=O)(=O)c2ccccc2)cc1	-1.9	-9	-1.6	.	-15	-0.2	.	1.3	-3	3	-3.6
O=C1C2C3C=CC(CC3)C2S(=O)(=O)C2C3C=CC(CC3)C12 (centres undefined)	0.6	4	-0.8	0.2	1	-1.1	-0.8	1.0	4	2	5.2
COc1ccc(-n2c(SCC(=O)N(C)c3ccccc3)nc3c([nH]c4ccccc43)c2=O)cc1OC	0.2	-3	0.3	1.2	-1	1.6	-0.3	3.8	14	11	-1.3

As a working copy, some entries already given.
SMILES	DAX1 inh-1	SMARCA2 act	ssDAF12 agonist	DAX1 inh-2	PLCb3 inh	PG9 binder	GAA850 FXN act	hcDAF-12 act	Rev-erbA mod	sPLA2-III inh	hgDAF12 agonist
O=C1C2C3C=CC(CC3)C2S(=O)(=O)C2C3C=CC(CC3)C12 (centres undefined)	0.6	4	-0.8	0.2	1	-1.1	-0.8	1.0	4	2	5.2
COc1ccc(-n2c(SCC(=O)N(C)c3ccccc3)nc3c([nH]c4ccccc43)c2=O)cc1OC	0.2	-3	0.3	1.2	-1	1.6	-0.3	3.8	14	11	-1.3

(further entries)
SMILES	DAX1 inh-1	SMARCA2 act	ssDAF12 agonist	DAX1 inh-2	PLCb3 inh	PG9 binder	GAA850 FXN act	hcDAF-12 act	Rev-erbA mod	sPLA2-III inh	hgDAF12 agonist
CC1OC(C(C)(C)C)Cc2[nH][nH]c(=O)c21 (centres undefined)	-0.2	-1	-1.3	.	1	0.0	.	-0.6	-3	-7	-3.8
N/C(=N\OC(=O)/C=C/c1ccccc1)c1ccccn1	5.9*	7	0.6	0.7	0	-2.8	3.8	7.0*	-2	-3	13*
CC1CCCN(S(=O)(=O)c2ccc(NC(=O)Cn3nnc(-c4ccccc4F)n3)cc2)C1 (centres undefined)	-0.2	0	-1.3	-0.8	4	-1.2	-1.5	-1.6	-3	-63	0.3
COC(=O)CCC/C=C1\SC[C@@H](NC(=O)c2ccccc2)C1NC(C)=O (some centres undefined)	-0.4	-1	-1.3	0.5	-3	-3.8	0.0	-0.7	-1	17	0.3
O=C(COC(=O)c1ccc(Cl)nc1)Nc1ccc(Cl)cc1	-0.6	0	-0.9	1.3	-10	-1.8	0.6	2.2	1	-3	0.6
O=C(CSc1ccc(S(=O)(=O)N2CCOCC2)cn1)Nc1ccc(F)c(F)c1	-3.2	-2	-1.5	-2.9	-3	-0.8	-0.9	-0.9	-2	-7	0.2
COc1ccccc1C1N(c2ccc(Cl)cc2)C(=O)C2CCCN21 (centres undefined)	0.6	-4	-0.6	2.0	2	-0.9	-4.5	0.4	-2	3	-5.0
CC(=O)c1cccc(OCCN2C(=O)NC(C)(C)C2=O)c1	-0.2	-2	-1.6	0.0	1	1.4	3.1	-0.9	-2	4	2.4
CC1CCCC(NC(=S)NC(=O)c2ccccc2Br)C1C (centres undefined)	0.5	-2	-0.3	-0.6	-4	0.1	1.9	0.5	-2	7	-0.1
CCOc1ccc(CN(C)CC(=O)NCc2ccccc2)cc1	-0.4	-2	-0.8	0.8	-8	-0.7	3.3	-0.9	-6	0	-2.8
COc1ccc(N2CCN(S(C)(=O)=O)CC2)cc1	0.3	2	-1.0	0.5	0	0.3	0.6	-1.5	-3	1	-0.7
C/C(=N\NC(=O)c1c[nH]c2ccccc12)c1ccc(C)s1	0.4	1	0.7	0.8	-8	-2.3	6.6	1.1	-7	0	5.5
O=C(c1cc(Br)ccc1Cl)N1CCN(c2ccccn2)CC1	-0.2	5	-1.7	-0.9	-4	-0.9	1.6	-0.9	8	-1	-2.6
Cc1nc(NC(=O)c2cccc(-c3cc4ccccc4oc3=O)c2)ccc1Br	1.3	5	-1.1	1.6	-3	0.4	-1.1	-0.2	19	4	2.0
COc1cc(CN2CCCCCC2)cc(OC)c1O	0.1	1	-1.5	1.8	-7	0.2	1.7	-0.4	-6	3	-0.7
CCN1CCN(c2ncnc3scc(-c4ccc(OC)cc4)c23)CC1	0.0	-4	-1.1	1.2	-6	0.0	1.0	-3.5	-4	17	1.9
O=[N+]([O-])c1cc2c(cc1Br)-c1ccccc1C2	1.0	2	-0.1	1.0	-13	-0.9	1.2	4.0	0	-3	-2.7
C=C(C)CSc1nc2nc(C)cc(C)n2n1	0.0	3	-1.0	-0.5	2	-1.2	-1.6	-1.8	0	-2	0.6
O=[N+]([O-])c1ccc(-c2nc(Nc3ccc(O)cc3)c3ccccc3n2)cc1	-1.1	-4	-0.6	-0.6	3	0.3	1.3	2.7	7	5	5.0
CCN(CC(=O)NCc1ccc(Cl)cc1)C(=O)COc1cccc(Cl)c1	-2.0	-3	-0.8	-0.1	0	0.8	-2.0	-0.9	-1	-11	0.1
CCn1c(CCn2ccnc2C)n[nH]c1=S	-0.2	7	-1.8	-0.7	4	-1.7	0.3	-0.8	-1	10	1.8
COc1ccc(N2CCN(c3ccc(NC(=O)/C=C\C(=O)O)cc3)CC2)cc1	-2.2	-1	-1.4	-1.5	-1	-4.4	0.4	-2.2	-3	1	-3.2
Cc1ccccc1-c1csc(C(O)(c2ccccc2)C(F)(F)F)n1 (centres undefined)	2.1	-3	-1.3	.	1	0.6	0.2	-0.8	1	-3	-2.4
Cc1oc(-c2cccs2)nc1CS(=O)CC(=O)NC1CCCCCC1 (centres undefined)	0.3	-2	-0.8	-0.3	-7	-3.4	-0.7	0.2	-1	10	-2.8
c1ccc(-c2nnc3n2N=C(c2ccc4ccccc4c2)CS3)cc1	-4.4	-4	-1.7	.	4	.	.	-3.7	6	2	4.7
O=C(O)CN1CCCCCC1=O	0.0	-2	-2.1	0.7	1	0.8	-0.3	-0.1	1	-2	0.4
CCCNc1nc(Cl)nc(NC(C)(C)C)n1	0.1	0	-1.3	-1.9	-9	-0.7	0.9	0.2	8	-1	0.0
Cc1cccc(NC(=O)Cn2c(=O)n(Cc3ccco3)c(=N)c3c4c(sc32)COC(C)(C)C4)c1	-0.7	1	-1.2	0.1	0	-2.2	1.2	0.1	1	-14	-0.2
CC(=O)NCC(=O)OCN1C(=O)c2ccccc2C1=O	-0.2	1	-1.3	-0.4	6	0.5	-3.0	-0.2	1	12	1.1
Cc1ncccc1C(=O)N1CCCC(CNC(=O)C2(c3ccc(Cl)cc3)CC2)C1 (centres undefined)	0.4	-2	-1.1	-0.2	-3	-1.7	-0.5	-1.5	0	-1	2.7
Cc1cc(=O)oc2cc(NC(=O)c3cc4ccccc4o3)ccc12	0.0	2	-1.3	.	-22	-3.0	.	1.8	9	1	4.1
CCOP(=O)(OCC)C(Nc1ccccc1)c1ccco1 (centres undefined)	-0.9	3	-1.8	2.1	1	-2.9	-0.9	-1.2	1	-3	-2.9
Cc1cc(C)nc(N(C#N)Cc2cccc(Cl)c2)n1	0.2	-3	-1.1	2.6	1	-1.3	1.5	-1.9	4	-2	-2.1
CCCCCCCCN1CCS(=O)(=O)N(Cc2ccc(OC)cc2)C(C(=O)OC)C1 (centres undefined)	-2.3	-2	-1.7	.	3	.	.	-2.4	2	-5	-1.6
COc1cc(/C=C2/NC(=O)NC2=O)cc(Br)c1OCc1ccccc1	0.7	0	0.1	0.7	-4	-0.1	2.8	2.1	3	-11	2.1
COc1ccc(S(=O)(=O)N(C)CC(=O)NCc2ccc3c(c2)OCO3)cc1	-0.1	0	-0.9	1.7	-5	-0.4	1.1	-1.9	-3	-5	-0.5
CCN(CC(=O)Nc1ccc(C(=O)OC)cc1)C1CCCCC1	0.0	-3	-1.8	-0.2	-6	-0.7	-1.4	-0.3	0	-2	-1.6
COC(=O)C1=C(N)Oc2cc(C)n(Cc3cccnc3)c(=O)c2C1c1cc(OC)ccc1OC (centres undefined)	0.4	0	-1.0	1.2	0	-0.2	1.2	-0.2	0	-4	0.0
COc1ccccc1NC(=O)c1sc2ncn(Cc3cccc4ccccc34)c(=O)c2c1C	-0.6	-1	-0.8	-0.8	-5	13*	2.5	1.2	117*	-5	2.6
Cc1snc(SCC(=O)c2ccc([N+](=O)[O-])cc2)c1C#N	-0.5	7	-0.8	0.3	-1	-0.9	4.4	-0.7	-10	7	1.4
O=C(N/N=C/c1cc([N+](=O)[O-])ccc1Cl)c1cnccn1	0.3	-2	-0.6	5.1*	3	-1.6	1.2	-0.1	3	4	0.7
CCOc1ccc(CCNC(=O)CS(=O)Cc2nc(-c3ccc(C)cc3)oc2C)cc1OCC (centres undefined)	0.0	-4	-1.1	-0.7	-5	-2.8	1.1	-1.3	0	0	1.5
CCN(CC)C(=O)CSc1nnc(CSc2ncccn2)n1C	0.2	2	-1.3	2.5	-3	-0.5	-0.3	-0.5	-3	4	-1.4
Cc1nn(CC(=O)Nc2ccc3c(c2)nc(CN2CCCCC2)n3C)c(=O)c2ccccc12	0.2	0	-1.4	0.5	-9	0.4	-1.9	-0.8	2	5	-2.0
O=S1(=O)CCC(NS(=O)(=O)c2cccc3cccnc23)C1 (centres undefined)	0.0	3	-1.3	-0.3	5	-1.5	1.2	0.0	4	3	-1.4
O=C(NCC1CCCO1)c1ccc2c(=O)n(CCc3ccccc3)c(=O)[nH]c2c1 (centres undefined)	-0.1	-2	-0.8	-1.2	-13	2.3	-0.6	-1.2	1	-2	3.0
CCn1c(SCC(=O)NC(=O)NC(C)(C)C)nc2ccccc21	-0.1	-1	-1.1	-0.4	1	-2.8	1.4	-0.8	4	-5	-0.9
